FN deposit inh – fibronectin deposition inhibition; AH1F fibroblasts, Alexa488-fibronectin deposition fluorescence, overnight; inhibition, % at 12.6 µM; 350,000 compounds, 0.086% hits;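 active means mean inhibition across replicates of 30% or more, regardless of how many single replicates reach that level; inconclusive means mean under 30% yet at least half of replicates reach 30%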;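 further: positive control wells lacked labelled fibronectin entirely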
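Material – AH1F fibroblast monolayer, labelled fibronectin deposition · Reagent – labelled fibronectin 24 nM · Timing – 1 h adhesion, overnight exposure · Measured by – fluorescence at 485 nm excitation, 525 nm emission · Read-out – inhibition of fibronectin deposition signal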
SIRT5 inh – blocks human SIRT5 desuccinylation of peptide; Purified SirT5, succinyl-peptide AMC, trypsin-coupled fluorescence; inhibition, % at 15 µM; 330,000 compounds, 1.1% hits; AID 652115; in the data active means inhibition above about 15%; inconclusive means no clear call, values can overlap the other calls
Target sequence (Q9NXA8 whole entry, looked up): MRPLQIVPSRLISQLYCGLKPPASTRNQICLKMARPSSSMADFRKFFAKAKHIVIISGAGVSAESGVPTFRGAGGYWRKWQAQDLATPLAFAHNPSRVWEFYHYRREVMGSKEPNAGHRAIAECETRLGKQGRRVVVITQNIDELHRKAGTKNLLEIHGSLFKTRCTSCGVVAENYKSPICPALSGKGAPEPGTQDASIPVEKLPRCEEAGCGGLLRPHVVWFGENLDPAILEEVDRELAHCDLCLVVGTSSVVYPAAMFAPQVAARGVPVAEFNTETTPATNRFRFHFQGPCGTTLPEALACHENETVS
Statin myotox sup – protects C2C12 myotubes from simvastatin toxicity; ATP luminescence, 48 h; scaled: DMSO 0, geranylgeraniol control 100; rescue of ATP level, % at 7.49 µM; 330,000 compounds, 0.78% hits; AID 602340;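 active means mean ATP rescue above about 67%, or every replicate alone reaching that limit, limit read from the data, passing the limit was not always enough; inconclusive means no clear call, values can overlap the other calls; inactive means mean under the limit and some replicate under it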;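 further: myotubes were challenged with 10 µM simvastatin during compound exposure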
Casp6 inh – caspase-6 (human) enzyme inhibition. P55212. AID 686996. inhibition, % at 12.5 µM. 350,000 compounds, 0.53% hits. purified caspase-6, Z-VEID-R110 cleavage fluorescence;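 active means mean inhibition across replicates at least about 35%, with every replicate also reaching that limit, limit read from the data; inconclusive means only one of the two criteria met; inactive means neither criterion met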;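 further: 0% = median of neutral control wells and 100% = no fluorescence left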
Target sequence (P55212 24-179 limits assumed): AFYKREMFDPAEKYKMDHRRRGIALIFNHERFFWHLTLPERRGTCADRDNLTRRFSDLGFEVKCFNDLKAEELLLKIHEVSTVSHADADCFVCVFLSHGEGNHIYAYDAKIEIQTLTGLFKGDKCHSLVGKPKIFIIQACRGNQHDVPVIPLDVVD
Target sequence (P55212 194-293 limits assumed): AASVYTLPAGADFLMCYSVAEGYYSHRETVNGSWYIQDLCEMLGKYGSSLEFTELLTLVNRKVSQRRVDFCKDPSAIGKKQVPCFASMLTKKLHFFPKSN
S100A4 inh HTS – S100A4-myosin IIA interaction inhibition; P26447; S100A4/TAMRA-MyoIIA peptide fluorescence polarization; inhibition, % at 10.7 µM; 360,000 compounds, 0.14% hits; AID 652163;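 active means mean inhibition of at least 70% across replicates, with every replicate also reaching that level; inconclusive means mean inhibition reaches 70% but some replicates fall short; inactive means mean inhibition below 70%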
Target sequence (P26447 whole entry, looked up): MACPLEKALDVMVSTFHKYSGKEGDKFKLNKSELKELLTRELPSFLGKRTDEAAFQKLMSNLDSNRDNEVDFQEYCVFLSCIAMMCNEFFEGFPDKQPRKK
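assay system = human S100A4 monomer with TAMRA-labelled myosin IIA peptide | also added = labelled myosin peptide probe, 5 nM | incubation = 5 min between mix addition and reading | control set = DMSO and TFP controls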
esBAF inh – inhibitors of esBAF chromatin remodeling in mouse ES cells | 350,000 compounds, 2% hits | reporter increase, % at 12.5 µM | Bmi1-luciferase knock-in reporter, 24 h; 100% = twice the neutral-well signal; in the data active means activation above about 40%; inconclusive means no clear call, values can overlap the other calls;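 further: 0% = median of the plate's neutral control wells and 100% = double that signal; a rise in the Bmi1 reporter signal indicates esBAF inhibition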
LGR2 antag – blocks bursicon-induced cAMP signaling via Drosophila LGR2. AID 720647. HEK293 LGR2, CRE-luciferase, bursicon-stimulated, 4 h. 380,000 compounds, 0.35% hits. inhibition, % at 9.99 µM;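 active means drop in luminescence signal, shown as inhibition above about 50% in the replicate tests, limit read from the data, passing the limit was not always enough; inconclusive means probably only some replicates passing the limit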;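 further: agonist challenge used bursicon conditioned medium at about half maximal strength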
Active calls of the source: *. Only part of the results is shown; count on the stated rates, not on these rows.

For COc1ccc(CN(C)C[C@@H]2OCCCC[C@@H](C)Oc3ccc(NC(=O)CCCN(C)C)cc3C(=O)N([C@H](C)CO)C[C@@H]2C)cc1 the results were SIRT5 inh -3, Statin myotox sup 12, Casp6 inh 0, S100A4 inh HTS -4, esBAF inh -5 and LGR2 antag 8.
Screening O=C(C[C@H]1C/C=C\C[C@@H](Cc2ccc(F)cc2)C(=O)O[C@H](c2ccccc2)CNC1=O)N[C@@H](CO)Cc1ccccc1 returned FN deposit inh -5, Statin myotox sup -8, esBAF inh -4 and LGR2 antag -3.
Screening COc1ccc(NC(=O)N[C@@H]2CC[C@H](CCn3cc(-c4ccccc4)nn3)O[C@H]2CO)cc1 returned SIRT5 inh -5, Statin myotox sup 9, Casp6 inh 1, S100A4 inh HTS -2, esBAF inh 12 and LGR2 antag -9.
Screening C[C@@H]1CN([C@H](C)CO)C(=O)c2cccc(NC(=O)C3CCOCC3)c2O[C@H]1CN(C)Cc1ccc(Oc2ccccc2)cc1 returned SIRT5 inh 4, Statin myotox sup -17, Casp6 inh 3, S100A4 inh HTS 14, esBAF inh 7 and LGR2 antag -4.
`NNC(=O)C1c2ccccc2Oc2ccccc21` gave FN deposit inh -8, SIRT5 inh -2, Statin myotox sup 1, S100A4 inh HTS -14, esBAF inh -12 and LGR2 antag -7.
Screening CC12CCC3C(C1)C(C(=O)O2)C(=O)OC3(C)C (configuration not stated) returned FN deposit inh -2, SIRT5 inh 1, Statin myotox sup -1, Casp6 inh -1, S100A4 inh HTS -9, esBAF inh -11 and LGR2 antag -12.
Screening COC(=O)[C@@H](NC(=O)Nc1cccc(Br)c1)C(C)C returned FN deposit inh 4, SIRT5 inh 9, Casp6 inh 0, S100A4 inh HTS 1 and LGR2 antag -1.
Cc1ccc(C(=O)NNC(=O)c2cccc(S(=O)(=O)N3CCN(c4ccccc4)CC3)c2)cc1 was read as FN deposit inh 10, Statin myotox sup 13, esBAF inh -4 and LGR2 antag 3.
For CCN(CC)C(=O)CSc1nnc(NC(=O)CCc2ccccc2)s1 the results were FN deposit inh -6, SIRT5 inh -2, Casp6 inh -4, S100A4 inh HTS 0 and LGR2 antag -18.
Screening O=C(c1cnccn1)N1CC(=O)N2[C@@H](CO)[C@@H](c3ccc(C#CCC4CCCC4)cc3)[C@@H]2C1 returned SIRT5 inh 1, Casp6 inh 0, S100A4 inh HTS 18 and LGR2 antag 4.

3 compounds from above, arranged by heavy-atom count, falling.
Screening O=C(c1cnccn1)N1CC(=O)N2[C@@H](CO)[C@@H](c3ccc(C#CCC4CCCC4)cc3)[C@@H]2C1 returned SIRT5 inh 1, Casp6 inh 0, S100A4 inh HTS 18 and LGR2 antag 4.
For CCN(CC)C(=O)CSc1nnc(NC(=O)CCc2ccccc2)s1 the results were FN deposit inh -6, SIRT5 inh -2, Casp6 inh -4, S100A4 inh HTS 0 and LGR2 antag -18.
`NNC(=O)C1c2ccccc2Oc2ccccc21` gave FN deposit inh -8, SIRT5 inh -2, Statin myotox sup 1, S100A4 inh HTS -14, esBAF inh -12 and LGR2 antag -7.

Later entries.
`COc1ccc(NC(=O)COC(=O)c2ccc(S(=O)(=O)N3CCCCC3)cc2)c(OC)c1` gave FN deposit inh -10, SIRT5 inh 7, Statin myotox sup -3, Casp6 inh -1, S100A4 inh HTS -7, esBAF inh 9 and LGR2 antag 5.
Screening CC(C)C[C@@H](CN1CCC[C@@H]1CN1C(=O)C(=O)NC[C@@H]1Cc1ccccc1)N1C[C@H](Cc2ccccc2)N(CC2CCCCCC2)C(=O)C1=O returned FN deposit inh -9, SIRT5 inh 1, Statin myotox sup 1, Casp6 inh 5, S100A4 inh HTS 3, esBAF inh 2 and LGR2 antag inconclusive.
COc1ccc2cc(C3c4cc(OC)c(OC)cc4CCN3C(=O)c3ccco3)c(=O)[nH]c2c1 (configuration not stated) was read as FN deposit inh 6, SIRT5 inh 2, Statin myotox sup 30, Casp6 inh 13, S100A4 inh HTS -2, esBAF inh 5 and LGR2 antag 16.
CSc1nc2c(c(=O)n1C)SC(C)C2 (configuration not stated) was read as FN deposit inh 1, SIRT5 inh 0, Statin myotox sup 20, Casp6 inh 1, S100A4 inh HTS 0, esBAF inh 4 and LGR2 antag -18.
Screening O=C(Nc1ccc(C(=O)N2CCCCC2)cc1)C1=CSCCO1 returned FN deposit inh 2, SIRT5 inh 1, Statin myotox sup 18, Casp6 inh -4, S100A4 inh HTS 0, esBAF inh -10 and LGR2 antag 10.
`O=C(Cn1cc(C(F)(F)F)cc(Cl)c1=O)NCc1ccccc1` gave FN deposit inh 1, SIRT5 inh 8, Statin myotox sup -3, Casp6 inh -1, S100A4 inh HTS -1, esBAF inh inconclusive and LGR2 antag -18.
`Cc1ccccc1NS(=O)(=O)c1ccc(C)c(C(=O)N2CCOCC2)c1` gave FN deposit inh -2, SIRT5 inh 1, Casp6 inh -1, S100A4 inh HTS 2 and LGR2 antag 5.
CC1CN(C(=O)c2cccc(S(=O)(=O)Nc3ccc(Cl)cc3)c2)CC(C)O1 (configuration not stated) was read as FN deposit inh -3, SIRT5 inh -3, Casp6 inh 0, S100A4 inh HTS 2 and LGR2 antag 31.
`COc1ccc(C(=O)Nc2ccc3c(c2)OC[C@H](C)NC[C@H](C)[C@H](OC)CN(C)C3=O)cc1` gave FN deposit inh -2, SIRT5 inh -10, Statin myotox sup -10, Casp6 inh 4, S100A4 inh HTS 6, esBAF inh -3 and LGR2 antag -3.
`COc1ccc(CNC(=O)COc2ccc(S(=O)(=O)N3CCOCC3)cc2C)cc1` gave FN deposit inh 0, SIRT5 inh -3, Statin myotox sup -20, Casp6 inh -1, S100A4 inh HTS -4, esBAF inh -10 and LGR2 antag -7.
COc1ccc(NC(=O)CN2CC(c3ccccc3)CC2=O)cc1OC (configuration not stated) was read as FN deposit inh -5, Statin myotox sup -2, Casp6 inh 2, S100A4 inh HTS -5, esBAF inh 4 and LGR2 antag 27.
For CC(C)(C)OC(=O)N[C@H](C(=O)OC(C)(C)C)c1ccccc1 the results were FN deposit inh 11, Statin myotox sup 9, S100A4 inh HTS 36, esBAF inh -4 and LGR2 antag 12.
For CC(=O)NC(Cc1cccc(F)c1)C(=O)NC1CCN(c2ncccc2[N+](=O)[O-])CC1 (configuration not stated) the results were FN deposit inh 3, SIRT5 inh 0, Casp6 inh -2, S100A4 inh HTS 5 and LGR2 antag 16.
Screening COc1ccc(C)cc1NC(=O)CSc1nnc(CC(=O)Nc2ccccc2F)n1C returned SIRT5 inh 0, Casp6 inh -1, S100A4 inh HTS -2 and LGR2 antag -2.
For CNC[C@H]1Oc2ccc(NS(=O)(=O)c3cn(C)cn3)cc2C(=O)N([C@H](C)CO)C[C@H]1C the results were SIRT5 inh -4, Statin myotox sup -9, Casp6 inh -1, S100A4 inh HTS 4, esBAF inh 0 and LGR2 antag -28.
For CCOC(=O)/C=C/c1cccc(C)c1O the results were FN deposit inh -6, SIRT5 inh 0, Casp6 inh 0, S100A4 inh HTS -29 and LGR2 antag -54.
Screening O=c1c(O)c(-c2ccccc2)oc2cc(O)ccc12 returned FN deposit inh 0, SIRT5 inh -1, Statin myotox sup -17, S100A4 inh HTS -11, esBAF inh 37 and LGR2 antag -38.
NNC(=O)CNC(c1ccccc1)c1cc(Br)ccc1N (configuration not stated) was read as FN deposit inh -4, SIRT5 inh -4, Statin myotox sup 2, Casp6 inh -1, S100A4 inh HTS -1, esBAF inh -6 and LGR2 antag 3.
Screening Cc1ccc(S(=O)(=O)Nc2ccc3cn[nH]c3c2)cc1 returned FN deposit inh -5, SIRT5 inh -1, Statin myotox sup 11, Casp6 inh 1, S100A4 inh HTS -3, esBAF inh -9 and LGR2 antag 22.
O=C(C[C@@H]1CC[C@H]2NC[C@@H](O)COC[C@@H]2O1)NCCc1ccncc1 was read as FN deposit inh -5, Statin myotox sup -10, esBAF inh 0 and LGR2 antag 5.
For O=[N+]([O-])c1ccccc1S(=O)(=O)Nc1ccc(S(=O)(=O)N2CCCC2)cc1 the results were FN deposit inh -3, SIRT5 inh -1, Statin myotox sup -1, Casp6 inh 0, S100A4 inh HTS -1, esBAF inh 7 and LGR2 antag -15.
COc1cc2ncnc(NCc3cccc(Cl)c3)c2cc1OC was read as FN deposit inh 6, SIRT5 inh -7, Casp6 inh -2, S100A4 inh HTS -2 and LGR2 antag 15.
Screening COCCN(Cc1ccccc1)C(=O)c1c(C)nn(-c2ccccc2)c1C returned FN deposit inh -14, SIRT5 inh -3, Statin myotox sup -6, Casp6 inh -1, S100A4 inh HTS 0, esBAF inh 9 and LGR2 antag 11.
`Cc1cc(C)c(S(=O)(=O)N/N=C/c2ccc([N+](=O)[O-])o2)c(C)c1` gave SIRT5 inh -1, Casp6 inh 22, S100A4 inh HTS 0 and LGR2 antag 5.
COc1cccc(/C=C/C(=O)OCC(=O)c2ccccc2)c1OC was read as FN deposit inh 4, SIRT5 inh 9, Statin myotox sup 2, Casp6 inh 0, S100A4 inh HTS -3, esBAF inh -32 and LGR2 antag -63.
`COc1ccc(S(=O)(=O)N2CCCCCC2)cc1C(=O)N(C)Cc1ccc(F)cc1` gave FN deposit inh 3, SIRT5 inh -1, Statin myotox sup 3, Casp6 inh 2, S100A4 inh HTS -1, esBAF inh -6 and LGR2 antag 5.
C[C@@H]1CN([C@H](C)CO)C(=O)Cc2cc(NS(C)(=O)=O)ccc2O[C@H]1CN(C)Cc1ccncc1 was read as Statin myotox sup 21, Casp6 inh 0, S100A4 inh HTS -6, esBAF inh -5 and LGR2 antag -15.
C=CCn1cc(Cl)c(=O)n(CC=C)c1=O was read as FN deposit inh -1, Statin myotox sup -7 and esBAF inh -3.
`O=C(NC[C@@H]1N[C@@H](CO)[C@H]1c1ccc(-c2cccnc2)cc1)C1CCCC1` gave FN deposit inh -11, SIRT5 inh 13, Statin myotox sup -11, Casp6 inh -1, S100A4 inh HTS -12, esBAF inh -4 and LGR2 antag -5.
Screening COc1ccc(N2C(=O)c3ccccc3NC23CCCC3)cc1 returned FN deposit inh 20, SIRT5 inh -2, Casp6 inh 1, S100A4 inh HTS -14 and LGR2 antag -6.
COc1ccccc1-c1ccc([C@@H]2[C@@H](CO)N3CCCCN(Cc4ccncc4)C[C@H]23)cc1 was read as SIRT5 inh 5, Statin myotox sup -2, Casp6 inh -4, S100A4 inh HTS 3, esBAF inh -1 and LGR2 antag 3.
Screening CC(=O)N1[C@H](C(=O)NC2CCC2)[C@@H](CO)[C@@H]2Cn3c(ccc(-c4ccc(F)cc4)c3=O)[C@@H]21 returned SIRT5 inh -11, Statin myotox sup -9, Casp6 inh -2, S100A4 inh HTS 7, esBAF inh 0 and LGR2 antag 7.
`O=C1CN(C(=O)CSc2nnnn2C2CC2)c2ccccc2N1` gave FN deposit inh 8, SIRT5 inh 1, Statin myotox sup -6, Casp6 inh 2, S100A4 inh HTS -1, esBAF inh -2 and LGR2 antag 2.
`O=S(=O)(c1ccc(F)cc1)N1CCCc2nc(-c3ccc(F)cc3)ccc21` gave FN deposit inh -2, Casp6 inh 7, S100A4 inh HTS 5 and LGR2 antag 4.
Screening COc1ccc(C2=NN(C(=O)CCC(=O)O)C(c3ccc(OC)cc3)C2)cc1 (configuration not stated) returned FN deposit inh 3, SIRT5 inh 21*, Statin myotox sup 3, Casp6 inh -5, S100A4 inh HTS 4, esBAF inh -1 and LGR2 antag 9.
Screening CCCN1C[C@@H](C)[C@@H](OC)CN(C)C(=O)c2cc(NC(=O)Nc3c(C)noc3C)ccc2OC[C@@H]1C returned FN deposit inh -4, SIRT5 inh -3, Statin myotox sup -4, Casp6 inh 0, S100A4 inh HTS 3, esBAF inh -3 and LGR2 antag 7.

Compound activity as filed in PubChem.
